Compound activity: PubChem BioAssay, Southern Research Specialized Biocontainment Screening Center
MgcRacGAP inhibition: MgcRacGAP GTPase-activating activity inhibitors, confirmation, biochemical, ADP Hunter fluorescence; MgcRacGAP-stimulated Rac1 GTP hydrolysis, ADP Hunter fluorescence; higher % means a stronger effect; GST-tagged Rac1 F28L mutant substrate; inhibition, % at 30 µM, or IC50 in µM where a hit was titrated; hit rate 0.6% among 340,000; AID 624330;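 active = first-screen hits whose inhibition reached a set limit at any dose in the follow-up dose series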;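 also: fluorescence reports GDP produced by GAP-driven GTP hydrolysis; strong numbers were not always called active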
* hit, by the source's call.

MgcRacGAP inhibition,SMILES
16%,O=C(COc1ccc([N+](=O)[O-])cc1)NNC(=O)C1COc2ccccc2O1 (centres undefined)
1%,COc1c(NC(C)=O)c2c(c([N+](=O)[O-])c1OC)C(=O)OC2
8%,CC(c1ccc2c(c1)OCO2)n1c(=S)[nH]c2ccccc2c1=O (centres undefined)
-4%,CCCn1nc(C(=O)N2CCN(c3ccccn3)CC2)c2ccccc2c1=O
8%,Cc1cc(C)n2nc(SC(C)C(=O)N3CCOCC3)nc2n1 (centres undefined)
1%,CC(C)Oc1ccc(S(=O)(=O)N2CCOCC2)cc1NC(=O)C1CCCC1
4%,CN(C(=O)c1cccc(NC(=O)Cc2ccc(NC(=O)C3CCCN(C(=O)C4CCCC4)C3)cc2)c1)C1CCCCC1 (centres undefined)
3%,COCCn1c(=S)[nH]c2cc(C(=O)NC3CCCC(C)C3C)ccc2c1=O (centres undefined)
9%,COc1cc2c(=O)[nH]c3cc([N+](=O)[O-])ccc3c2cc1[N+](=O)[O-]
9%,C=CC[C@@H](CC(=O)NCCO)C(=O)N[C@@H](COC(=O)[C@@H](CC=C)CC(=O)OC(C)(C)C)Cc1c[nH]c2ccccc12
2%,COc1ccc(-c2ccc(CN3C(C(C)C)C(=O)N(Cc4cn(Cc5ccco5)nn4)CCS3(=O)=O)cc2)cc1 (centres undefined)
7%,O=C(OCC(=O)N1CCOCC1)c1ccc2ccccc2c1O
9%,CN(CC(=O)Nc1c(Cl)cccc1Cl)C(=O)CNC(=O)c1sc2ccccc2c1Cl
14%,COc1ccc(C(=O)C2CCCN(C(=O)Cn3nc(C)nc3C)C2)cc1F (centres undefined)
5%,FC(F)(F)C(F)(F)C(F)(F)c1nc2nc(Cl)c(Cl)nc2[nH]1
-6%,CCCn1c(SCC(=O)Nc2ccc3c(c2)OCO3)n[nH]c1=O
16%,COC(=O)[C@H](CC(C)C)NS(=O)(=O)c1ccc(F)cc1Br
4%,COc1cc(F)c(C2=CC(=O)C[C@H](c3ccc(F)cc3)C2)cc1F
4%,Cc1ccc(NC(=O)c2ncn(CC(=O)NCc3ccccc3)n2)cc1C
9%,CCOc1ccc(S(=O)(=O)/N=C(/Nc2ccc(C)c(S(=O)(=O)N3CCOCC3)c2)c2ccccc2)cc1
10%,CCCc1cc(CN(C)C(=O)c2ccc(OC3CCN(C(C)=O)CC3)c(OC)c2)[nH]n1
8%,CC(=O)C[C@H](O)CC(=O)[C@H]1OC(=O)CCCCCCCCc2ccccc21
3%,COc1ccccc1-c1nnc(SCC(=O)Nc2cccnc2Cl)n1C
10%,CC(C)NC(=O)N(C)C[C@@H]1Oc2c(NS(=O)(=O)c3ccccc3)cccc2C(=O)N([C@@H](C)CO)C[C@@H]1C
7%,C=C(C)c1cccc(C(C)(C)NC(=O)N2CCN(c3ncccn3)CC2)c1

The final four entries of the part before come first, to join the parts:
MgcRacGAP inhibition,SMILES
8%,CC(=O)C[C@H](O)CC(=O)[C@H]1OC(=O)CCCCCCCCc2ccccc21
3%,COc1ccccc1-c1nnc(SCC(=O)Nc2cccnc2Cl)n1C
10%,CC(C)NC(=O)N(C)C[C@@H]1Oc2c(NS(=O)(=O)c3ccccc3)cccc2C(=O)N([C@@H](C)CO)C[C@@H]1C
7%,C=C(C)c1cccc(C(C)(C)NC(=O)N2CCN(c3ncccn3)CC2)c1
3%,CC1CCCC(C)N1C(=O)COC(=O)c1ccc2ccccc2n1 (centres undefined)
5%,Cc1ccc(SCCC(=O)N2CCN(S(=O)(=O)c3ccccc3)CC2)cc1
10%,O=C1NC(C2CC3C=CC2C3)Nc2ccccc21 (centres undefined)
4%,Cc1cnc(C(=O)OCC(=O)Nc2cc(S(=O)(=O)N3CCOCC3)ccc2Cl)cn1
1%,CC1CCCC(NC(=O)COC(=O)Cc2ccc(Cl)cc2)C1C (centres undefined)
12%,Cc1ccc(C)c(NC(=O)[C@@H]2CCCN2S(=O)(=O)c2ccccc2F)c1
5%,Cc1ccc(C(=O)OCC(=O)Nc2ccc(C)c(S(=O)(=O)N3CCCCC3)c2)o1
-52%,Cc1cc(O)c(C(C)C)cc1N=Cc1ccc(N(C)C)cc1
6%,COC(=O)C1CCN(S(=O)(=O)CCNC(=O)c2ccccc2)CC1
8%,O=C(Cc1cccc(NC(=O)C2CCCN(C(=O)c3ccccc3)C2)c1)Nc1ccc(C(=O)N2CCCCC2)cc1 (centres undefined)
3%,COc1ccc(N(Cc2ccccc2)C(=O)OC(C)(C)C)c(C(=O)N(C)OC)c1
10%,COc1ccc(-c2noc(CCC(=O)N3CCN(c4ccccc4C(F)(F)F)CC3)n2)cc1
25%,COc1cc([N+](=O)[O-])ccc1-c1ccc(/C=C2\C(=O)ON=C2c2ccccc2)o1
0%,O=S(=O)(Nc1cccc(S(=O)(=O)N2CCCC2)c1)c1cccc(Br)c1
6%,COc1cc(OC)c2c(-c3cccc(-c4ccc(C(C)=O)cc4)c3)cc(=O)oc2c1
1%,CCCc1ccc(Oc2cc(N3CCOCC3)nc(-c3ccccc3)n2)cc1
9%,C[C@H](C[C@H](O)[C@H]1OC1(C)C)C1=C2C[C@H](O)C3[C@@]4(C)CCC(=O)C(C)(C)C4CC[C@]3(C)[C@@]2(C)CC1 (some centres undefined)
1%,CCOC(=O)c1ccc(-c2ccc3oc(-c4ccsc4)cc(=O)c3c2)cc1F
4%,CCc1ccc(CN(C)C(=O)C2=CC=CN3CCS(=O)(=O)N=C23)cc1
3%,C[C@H](CO)N1C[C@H](C)[C@@H](CN(C)C(=O)NC2CCCCC2)Oc2c(cccc2N(C)C)C1=O
5%,O=C(CNC(=O)c1ccco1)NCC(c1ccco1)N1CCCCC1 (centres undefined)
5%,CC(C)OCCCNC(=O)CN1C(=O)CSc2ccc(S(=O)(=O)N3CCOCC3)cc21
9%,CN(C)C(=O)CCc1ccc2c3c([nH]c2c1)[C@]1(C)[C@@H](C(=O)N2CCCCC2)C[C@H](CC(=O)NCCC2=CCCCC2)C(=O)N1CC3
5%,O=C(Nc1ccc(C(=O)N2CCOCC2)cc1)C1CCC1
8%,CCN(C[C@H]1N[C@@](CC)(C(=O)OC)[C@H]2C(=O)N(C)C(=O)[C@@H]12)C(=O)Nc1ccc(F)cc1

(next part)
MgcRacGAP inhibition,SMILES
17%,CCOCCOC(=O)c1ccc(NC(=O)c2cc3ccccc3o2)cc1
2%,COc1cccc(CN(C)CCCn2ccc(NC(=O)OCc3ccccc3)nc2=O)c1
5%,O=S1(=O)c2ccc(Br)cc2N2CCC[C@H]2CN1Cc1ccccc1
4%,C[C@@H]1CN([C@@H](C)CO)C(=O)c2cc(NS(C)(=O)=O)ccc2O[C@H]1CN(C)Cc1ccc(Oc2ccccc2)cc1
1%,COc1ccc(NC(=S)NCCN2CCOCC2)c(OC)c1
2%,Cc1ccccc1NC(=O)CN1CCN(c2ccc(F)cc2)CC1
6%,CCOc1ccc(N2C(=O)C(C)CNC2=S)cc1 (centres undefined)
2%,COc1cc(/C=C/C(=O)Nc2ccc(S(=O)(=O)Nc3ncccn3)cc2)ccc1OCC#N
9%,C[C@@]12C(=O)Nc3ccc(Br)cc3C(=O)N1[C@H]1c3ccccc3OC[C@@H]1[C@@H]2c1ccccc1
7%,CCOC(=O)c1c(NC(=S)SC)sc(C(=O)N2CCc3ccccc3C2)c1C
-1%,O=C(COC(=O)c1cc(Cl)ccc1[N+](=O)[O-])NC1CC1
3%,CCN(C[C@H]1N[C@@](Cc2ccccc2)(C(=O)OC)[C@H]2C(=O)N(C)C(=O)[C@@H]12)S(=O)(=O)c1ccccc1
16%,CCOc1ccc(CNC(=O)C2CCN(S(=O)(=O)N3CCC(C)CC3)CC2)cc1OC
9%,CN(Cc1cnn(-c2ccccc2)c1)C(=O)c1ccc(S(=O)(=O)NCc2ccco2)cc1
-1%,CCCCN(C(=O)C1CC(=O)N(c2ccc(CC)cc2)C1)c1c(N)n(CCC)c(=O)[nH]c1=O (centres undefined)
-26%,Cc1ccc(C(=O)Nc2ccccc2C(=O)N2CC(C)OC(C)C2)cc1 (centres undefined)
1%,COc1ccc(CCNC(=O)c2c(O)c3c([nH]c2=O)CCCC3)cc1OC
9%,O=C(CCN1CCN(Cc2ccccc2)CC1)NNC(=O)c1ccc(Cl)c(Cl)c1
14%,COc1ccccc1NS(=O)(=O)c1cc(NC(=O)C(C)NC(N)=O)ccc1N1CCCC1 (centres undefined)
-6%,Cc1cc(=O)oc2c(C)cc(C(C)(C)C)cc12
-1%,COc1cc(/C=C/C(=O)OCC(=O)N(C)CC(=O)Nc2ccc(F)cc2)ccc1OC(F)F
5%,CCn1ncc(Br)c1C(=O)Nc1ccccc1C(=O)OC
2%,CC1Cc2ccccc2N1C(=O)CN(C)CC(=O)Nc1ccc(F)cc1 (centres undefined)
2%,CC1(C)C(=O)C=CC(=O)C(C)(C)C(=O)C=CC(=O)C(C)(C)C2=CC=C(O2)C(C)(C)C(=O)C=CC1=O
3%,Cc1cc(N2CCCCCC2)nc2ccc(F)cc12

4 entries already listed, sorted by formula weight, smallest number first:
MgcRacGAP inhibition,SMILES
-1%,O=C(COC(=O)c1cc(Cl)ccc1[N+](=O)[O-])NC1CC1
5%,CCn1ncc(Br)c1C(=O)Nc1ccccc1C(=O)OC
16%,CCOc1ccc(CNC(=O)C2CCN(S(=O)(=O)N3CCC(C)CC3)CC2)cc1OC
-1%,CCCCN(C(=O)C1CC(=O)N(c2ccc(CC)cc2)C1)c1c(N)n(CCC)c(=O)[nH]c1=O (centres undefined)

Laid out differently: entries from further up
O=C(OCC(=O)N1CCOCC1)c1ccc2ccccc2c1O
  MgcRacGAP inhibition: 7%

COc1ccc(-c2noc(CCC(=O)N3CCN(c4ccccc4C(F)(F)F)CC3)n2)cc1
  MgcRacGAP inhibition: 10%

CCn1ncc(Br)c1C(=O)Nc1ccccc1C(=O)OC
  MgcRacGAP inhibition: 5%

CCCn1c(SCC(=O)Nc2ccc3c(c2)OCO3)n[nH]c1=O
  MgcRacGAP inhibition: -6%

Additional structures
MgcRacGAP inhibition,SMILES
6%,O=C(C#Cc1ccccc1)c1ccccc1
16%,Cc1noc(C)c1S(=O)(=O)N(C)C[C@H]1OCc2cnnn2CCCC(=O)N([C@H](C)CO)C[C@@H]1C
4%,CC(=O)Nc1ccc(C(=O)COC(=O)CCc2ccccc2)c(F)c1
4%,O=C(CCc1ccccc1Cl)Nc1cc2c(cc1C(=O)O)OCCCO2
10%,[O-]/[N+](=N\Nc1ccc(Cl)cc1)c1ccccc1
9%,CN(C(=O)c1ccc(NC(=O)Cc2ccc(NC(=O)C3CCCN(C(=O)C4CCC4)C3)cc2)cc1)C1CC1 (centres undefined)
2%,COc1ccccc1C(CNC(=O)c1ccc(C)c(S(=O)(=O)N2CCCCC2)c1)N1CCCC1 (centres undefined)
3%,CC(=O)C1CCC2C3CC(C)C4(O)CC(=O)CCC4(C)C3C(O)CC12C (centres undefined)
5%,CC[C@@]1(C(=O)OC)N[C@H](CN(C)C(=O)Nc2ccc(Cl)cc2)[C@@H]2C(=O)N(Cc3ccccc3)C(=O)[C@@H]21
16%,Cc1cnc(C(=O)OCC(=O)c2cc(C)n(CCc3ccc(F)cc3)c2C)cn1
1%,CC(NC(=O)Cc1cccs1)C(c1cccs1)N1CCN(c2ccccc2)CC1 (centres undefined)
15%,CSC[C@H]1CN(Cc2ccccc2)C(=O)[C@@H]1CC(=O)Nc1ccccc1
-4%,COC(=O)c1ccc(NC(=O)CNC(=O)c2sc3ccccc3c2Cl)cc1
2%,COc1cccc(-c2ncc3ccccc3c2COC(=O)c2ccc(Br)cc2)c1
34µM*,COc1ccc(-n2sc3ccccc3c2=O)cc1
15%,CCN(CC)C(=O)C1=C(C)N(CCCN2CCCC2=O)C(=O)C(CC(=O)NCCCN(C)C)C1 (centres undefined)
12%,C#CCOCCOCCOCCNc1nc(N2CCN(C(=O)[C@H](C)n3cc(CCC(=O)O)nn3)CC2)nc(N2CCN(C(=O)[C@H](Cc3ccc(O)cc3)n3cc(CCO)nn3)CC2)n1
9%,Nc1c(N(Cc2ccco2)C(=O)c2cccc(Cl)c2)c(=O)[nH]c(=O)n1Cc1ccccc1
3%,C[C@H](CO)N1C[C@H](C)[C@H](CN(C)S(C)(=O)=O)OCc2ccccc2-c2c(n(C)c3ccccc23)C1=O
0%,COc1ccc(CNC(=O)CCNC(=O)C2CCN(S(=O)(=O)c3ccc(OC)cc3)CC2)cc1
3%,O=C(OCCOc1ccccc1F)c1cccc(S(=O)(=O)N2CCOCC2)c1
12%,CC(=O)N(c1ccccc1)c1ccccc1[N+](=O)[O-]
5%,Cc1cc(=O)oc2cc(OCC(=O)NC3CCCCC3)c(Cl)cc12
14%,COCOCCn1cc(CN2CCS(=O)(=O)N(Cc3ccc(-c4ccc(Cl)nc4)cc3)C(CC(C)C)C2=O)nn1 (centres undefined)
12%,O=C(C[C@H]1C/C=C\CC[C@@H](Cc2ccc(F)cc2)C(=O)O[C@@H](c2ccccc2)CNC1=O)N[C@@H](CO)Cc1ccccc1

Next part:
MgcRacGAP inhibition,SMILES
6%,O=C(OCC(=O)N1CCN(Cc2ccccc2)CC1)c1cc(Cl)ccc1[N+](=O)[O-]
4%,O=S(=O)(c1ccc2c(c1)CCN2)N1CCCC1
13%,COc1ccc(NC(=O)CN(C)C(=O)c2ccc(S(=O)(=O)N3CCOCC3)cc2)cc1
10%,COc1ccc(CN2C(=O)C(CC(=O)NCCN3CCOCC3)CC(C(=O)N(C)C)=C2C)cc1 (centres undefined)
3%,CCN(CC(=O)Nc1c(F)cccc1F)C(=O)CCCN1C(=O)c2ccccc2C1=O
3%,CC[C@@H]1C=C(C(=O)O)[C@H](c2ccc(Cl)cc2)N1S(=O)(=O)c1ccc(C)cc1
3%,CC1=C(C(=O)N(C)C)CC(CC(=O)NC2CC2)C(=O)N1CCC1=CCCCC1 (centres undefined)
6%,Cc1ccccc1NC(=O)C(C)Sc1nnc(CN2CCCC2)n1Cc1ccccc1 (centres undefined)
5%,COc1ccc(Cl)cc1C(=O)NNC(=O)c1n[nH]c2ccccc12

Only part of the results is shown. The share of hits here may be higher or lower than overall.
